Rac1 mut GTP: modulators of GTP binding to human Rac1 activated mutant; AID 764; 0.11% of 190,000 active; GST-Rac1 activated beads, fluorescent GTP binding, flow cytometry; actives lie on both sides; 100% means binding = to untreated wells; P63000; percent activity (GTP binding), % at 10 µM;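 active means GTP binding at least 20 percentage points away from the 100% baseline, in either direction, so actives lie on both sides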
ABCB1 block: inhibitors of human ABCB1 transporter, ABCG2 counter-screen. inhibition, % at 6.6 µM. P08183. CCRF-Adr cells, JC-1 efflux, flow cytometry. 0.067% of 190,000 active; in the data active means inhibition above about 40%;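 further: 0% = vehicle and 100% = reference inhibitor; higher value means more JC-1 retained so stronger ABCB1 efflux block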
HRas wt GTP bind: modulators of GTP binding to human HRas wildtype; P01112; GST-Ras wt beads, Bodipy-FL-GTP binding, flow cytometry; actives lie on both sides; GTP binding activity, % at 10 µM; 0.14% of 190,000 active; AID 759;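 active means GTP binding activity at least 20% away from the 100% baseline, either lowered as inhibitor or raised as activator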;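 further: 0% = unlabeled GTP competition control and 100% = no-compound control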
Target sequence (P01112 whole entry, looked up): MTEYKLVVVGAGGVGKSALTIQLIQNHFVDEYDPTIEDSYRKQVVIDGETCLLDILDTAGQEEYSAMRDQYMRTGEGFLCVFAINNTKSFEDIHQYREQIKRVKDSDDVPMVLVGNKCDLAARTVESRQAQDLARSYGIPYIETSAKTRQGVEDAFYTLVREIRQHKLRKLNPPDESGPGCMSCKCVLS
Cdc42 wt: changes GTP binding to wildtype human Cdc42; P60953; GST-Cdc42 beads, Bodipy-GTP binding, flow cytometry; actives lie on both sides; percent activity (GTP binding), % at 10 µM; 0.2% of 190,000 active; AID 761;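 active means percent activity GTP binding at least 20 points away from the 100% baseline, either down as inhibitor or up as activator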;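 further: median bead fluorescence of bound Bodipy-FL-GTP at 100 nM; 0% = excess unlabeled GTP control and 100% = no compound control; below 100% means less GTP binding so inhibitor and above means activator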
Rac1 wt GTP bind: human Rac1 wildtype GTP binding, inhibitors and activators. P63000. GST-Rac1 beads, fluorescent GTP binding, flow cytometry; actives lie on both sides; 0 = cold GTP competed, 100 = untreated. GTP binding activity (% of control), % at 10 µM. 0.27% of 190,000 active;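 active means GTP binding activity at least 20 points away from the 100% control level, either lower or higher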
ABCG2 block: inhibitors of human ABCG2 transporter, ABCB1 counter-screen; IgMXP3 cells, JC-1 efflux, flow cytometry; inhibition, % at 6.6 µM; 0.1% of 190,000 active;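 active means inhibition above 80%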;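 further: 0% = DMSO and 100% = nicardipine control wells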
Target sequence (Q9UNQ0 whole entry, looked up): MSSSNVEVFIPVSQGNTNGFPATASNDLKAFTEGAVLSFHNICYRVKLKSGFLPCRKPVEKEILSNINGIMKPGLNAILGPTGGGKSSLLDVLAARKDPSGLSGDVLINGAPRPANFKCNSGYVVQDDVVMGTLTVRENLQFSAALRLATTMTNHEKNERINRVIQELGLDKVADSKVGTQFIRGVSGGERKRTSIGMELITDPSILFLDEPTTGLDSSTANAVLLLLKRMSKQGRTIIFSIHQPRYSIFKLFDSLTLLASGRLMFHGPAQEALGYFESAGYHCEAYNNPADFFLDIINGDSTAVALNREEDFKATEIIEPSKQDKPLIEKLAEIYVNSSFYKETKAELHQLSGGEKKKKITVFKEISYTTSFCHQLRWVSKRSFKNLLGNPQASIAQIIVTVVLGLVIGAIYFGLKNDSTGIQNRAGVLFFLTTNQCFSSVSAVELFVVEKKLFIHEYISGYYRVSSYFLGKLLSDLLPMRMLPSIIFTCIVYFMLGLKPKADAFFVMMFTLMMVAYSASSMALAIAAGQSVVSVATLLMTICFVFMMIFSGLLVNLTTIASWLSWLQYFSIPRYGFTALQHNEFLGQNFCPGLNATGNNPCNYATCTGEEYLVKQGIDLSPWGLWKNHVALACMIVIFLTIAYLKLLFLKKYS
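System: two drug-resistant human cell lines, ABCG2 and ABCB1; controls: nicardipine high and DMSO low controls; times: 10 min exposure at 25 °C with rotation, no wash; detection: flow cytometry of retained JC-1 fluorescence; read-out basis: percent efflux inhibition, scaled nicardipine 100% to DMSO 0%; doses: one concentration, 6.6 µM final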
Pf gametocyte: P. falciparum stage V gametocyte viability inhibition; P. falciparum stage V gametocytes, ATP luminescence, 24 h; inhibition, % at 10.9 µM; 0.065% of 150,000 active; AID 743093;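 active means inhibition above the mean plus 3 SD of compounds within the control limits, set per campaign, cut at about 38% in these data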;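 further: 0% = DMSO wells and 100% = medium only without gametocytes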
Rab7 wt GTP bind: dog Rab7 wildtype GTP binding, inhibitors and activators; GST-Rab7 beads, fluorescent GTP binding, flow cytometry; actives lie on both sides; untreated = 100%, excess cold GTP = 0%; GTP binding activity (percent of control), % at 10 µM; 0.055% of 190,000 active; AID 758;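 active means fluorescent GTP binding to Rab7 beads changed by at least 20 points from the 100% baseline, either direction, mostly lower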;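 further: median green fluorescence of bound Bodipy-FL-GTP per Rab7 bead population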
Avidin bead fluor: avidin bead compound fluorescence profile; Avidin beads, compound fluorescence 488/530 nm, flow cytometry; active compounds read high; 0.38% of 220,000 active; AID 1775; fluorescence (KMESF) at 10 µM; in the data active means fluorescence above about 47; further: inactives centre near 10
Rab2 wt GTP: changes GTP binding to wildtype dog Rab2A, up or down; GTP binding activity, % at 10 µM; GST-Rab2 wt beads, Bodipy-GTP binding, flow cytometry; 0.19% of 190,000 active; P61105; AID 760;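 active means GTP binding activity at least 20 points away from 100%, either lowered or raised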;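 further: 0% = beads with excess unlabeled GTP and 100% = no-compound control corrected for plate trend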
GSH fluor: compound fluoresces at 488/530 nm on GSH beads. GSH beads flow cytometry, compound fluorescence 488/530 nm; active compounds read high. fluorescence (KMESF) at 10 µM. 0.25% of 190,000 active; in the data active means fluorescence above about 89;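 further: glutathione beads carrying GST-tagged Bcl family fusion proteins plus one bare bead set; values are compound well signal with DMSO vehicle wells as background; inactives centre near 16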
Numbers without * were called inactive; nt = no result given.

Preview, seven compounds:
canonical_smiles,Rac1 mut GTP,ABCB1 block,HRas wt GTP bind,Cdc42 wt,Rac1 wt GTP bind,ABCG2 block,Pf gametocyte,Rab7 wt GTP bind,Avidin bead fluor,Rab2 wt GTP,GSH fluor
C1CCC2(CC1)OCC1(CO2)COC2(CCCCC2)OC1,97,0.5,100,103,100,2,nt,99,23,100,26
CCc1nc(C)ccc1OCC(=O)NCCCN(C)C,97,0.6,98,99,98,2,-12,96,4,97,15
O=C(Nc1cccn(Cc2c(Cl)cccc2Cl)c1=O)C1CC1,96,1.5,96,99,101,5,8,100,9,97,18
CCOC(=O)N1CCN(CC(O)COCc2ccc(OC)c(OC)c2)CC1 (stereo not drawn),101,0.2,101,103,105,0,23,104,11,102,12
Cc1cnn(C(=S)NCc2ccco2)c1,98,0.1,103,102,101,1,8,100,6,100,32
Cc1occc1C(=O)Nc1nccs1,102,0.0,102,104,104,3,-18,101,11,103,15
O=C(Nc1nnc(-c2ccncc2)s1)C1CCCO1 (stereo not drawn),98,0.3,101,103,103,10,-8,101,7,103,27

Main list (from the top)
canonical_smiles,Rac1 mut GTP,ABCB1 block,HRas wt GTP bind,Cdc42 wt,Rac1 wt GTP bind,ABCG2 block,Pf gametocyte,Rab7 wt GTP bind,Avidin bead fluor,Rab2 wt GTP,GSH fluor
C1CCC2(CC1)OCC1(CO2)COC2(CCCCC2)OC1,97,0.5,100,103,100,2,nt,99,23,100,26
CCc1nc(C)ccc1OCC(=O)NCCCN(C)C,97,0.6,98,99,98,2,-12,96,4,97,15
O=C(Nc1cccn(Cc2c(Cl)cccc2Cl)c1=O)C1CC1,96,1.5,96,99,101,5,8,100,9,97,18
CCOC(=O)N1CCN(CC(O)COCc2ccc(OC)c(OC)c2)CC1 (stereo not drawn),101,0.2,101,103,105,0,23,104,11,102,12
Cc1cnn(C(=S)NCc2ccco2)c1,98,0.1,103,102,101,1,8,100,6,100,32
Cc1occc1C(=O)Nc1nccs1,102,0.0,102,104,104,3,-18,101,11,103,15
O=C(Nc1nnc(-c2ccncc2)s1)C1CCCO1 (stereo not drawn),98,0.3,101,103,103,10,-8,101,7,103,27
CCOC(=O)C1=C(C)OC(N)=C(C#N)C1c1cccs1 (stereo not drawn),95,2.7,94,93,96,8,-8,97,6,96,19
COc1ccc(OC)c(NC(=O)Cn2c(CCC(=O)O)ccc2-c2ccccc2)c1,103,-0.1,105,105,106,2,0,101,5,101,13
Cc1ccc(NC(=O)Nc2ccc3oc(C)nc3c2)cc1,101,0.4,101,103,103,2,nt,94,13,102,28
CCc1cccc(N(C(=O)c2csnn2)C(C(=O)NC(C)(C)C)c2ccccn2)c1 (stereo not drawn),96,-0.1,96,96,96,0,nt,104,9,98,10
N#Cc1nc(COc2ccc(Cl)cc2)oc1N1CCCCCC1,98,1.5,99,97,104,23,nt,97,11,100,29
Cn1c(=O)c2c(nc(N/N=C/c3cccs3)n2Cc2ccccc2)n(C)c1=O,98,0.1,99,100,103,35,-6,101,23,97,9
CCC(C)c1ccccc1NC(=S)Nc1cccnc1 (stereo not drawn),98,0.1,99,99,100,1,nt,97,4,99,13
CSCCC(NC(=O)c1ccc([N+](=O)[O-])cc1Cl)C(=O)OCC(=O)NC1CCCC(C)C1C (stereo not drawn),97,1.0,99,96,99,2,-13,97,10,98,5
O=C(NCc1ccco1)c1ccccc1-c1nc(-c2ccccc2)no1,97,0.3,101,101,102,16,nt,102,24,100,24
CCOc1ccc(OCC)c(NC(=O)CSc2nnc(Cn3cnc4ccccc43)n2C)c1,99,-0.3,97,101,103,16,nt,96,14,100,21
CCOC(=O)COn1c(=O)c(=O)n(OC)c2ccccc21,97,0.5,101,103,102,1,nt,95,4,97,36
Cc1cc(-c2nn(-c3ccccc3F)cc2CN2CCCC(O)C2)c(C)s1 (stereo not drawn),96,1.6,97,96,97,10,-10,105,1,101,14
O=C(C1CCC(Cn2c(=S)[nH]c3ccccc3c2=O)CC1)N1CCOCC1 (stereo not drawn),102,0.5,106,106,101,0,nt,94,14,105,62

The list continues.
canonical_smiles,Rac1 mut GTP,ABCB1 block,HRas wt GTP bind,Cdc42 wt,Rac1 wt GTP bind,ABCG2 block,Pf gametocyte,Rab7 wt GTP bind,Avidin bead fluor,Rab2 wt GTP,GSH fluor
O=C(CCN1C(=O)c2ccccc2C1=O)N1CCOCC1,100,0.3,101,99,105,3,nt,103,5,99,20
Cc1cc(C(=O)N2CCN(C(c3ccccc3)c3ccccc3)CC2)on1,99,0.0,99,98,101,-1,nt,100,4,96,17
Cn1c(SCC(=O)NNC(=O)c2ccc(Cl)cc2)nnc1-c1cccnc1,96,0.3,103,98,98,1,-7,106,26,104,11
CN1CC2([N+](=O)[O-])CC=C(OCCO)C([N+](=O)[O-])(C1)C2 (stereo not drawn),101,0.4,100,99,101,0,-12,99,3,98,8
c1ccc(-c2nnc(CN3CCN(c4ccccc4)CC3)o2)cc1,94,0.4,98,95,98,-1,nt,105,17,99,14
CC(=O)N1CCc2cc(Br)cc(S(=O)(=O)CCC(=O)N3CCN(c4ccccn4)CC3)c21,96,-0.1,102,101,101,1,-11,108,8,102,15
CS(=O)(=O)NCc1csc(-c2ccccc2)n1,98,0.1,100,99,105,1,nt,101,20,98,15
O=C(Nc1ccc2snnc2c1)N1CCOCC1,97,-0.2,104,102,101,0,nt,108,24,105,14
COc1cc(C2C(C#N)=C(N)Oc3c2ccc2ccccc32)ccc1OCC(=O)Nc1ccccc1C (stereo not drawn),101,2.5,102,104,106,12,-18,99,20,98,10
CN1CCN(c2nc3c(c(=O)[nH]c(=O)n3C)n2CCCSc2nnnn2-c2ccccc2)CC1,95,0.4,97,97,100,6,29,96,3,95,12
CC1(C)Cc2nc3sc4c(=O)n(CC(N)=O)cnc4c3cc2CO1,99,0.1,102,103,103,0,-5,104,25,104,9
O=C(Nc1cccc(S(=O)(=O)N2CCCC2)c1)c1ccc2c(=O)n3c(nc2c1)CCCCC3,100,3.3,101,100,104,1,-21,100,8,98,3
Cc1ccc(C2=Nc3ccc(Br)cc3C(c3ccncc3)=NN2)cc1,91,1.6,93,94,101,11,13,92,11,93,22
CCC(=O)NC1OC(CO)C(O)C(O)C1O (stereo not drawn),96,0.3,99,99,99,1,15,103,10,99,19
CCC(Oc1ccccc1)C(=O)Nc1ccc(-c2nnc(-c3ccco3)o2)cc1 (stereo not drawn),100,nt,101,102,104,nt,9,104,3,104,19
Cc1cc(/C=C(\C#N)C(=O)Nc2ccccc2)c(C)n1-c1cccnc1,101,2.0,100,99,104,6,8,101,14,100,18
Cc1ccccc1-n1c(SC2CCOC2=O)nnc1-c1ccncc1 (stereo not drawn),95,0.4,98,103,100,0,nt,99,12,103,14
CCOc1ccc(Br)cc1S(=O)(=O)Nc1ccc(NC(=O)c2ccccc2F)cc1,99,-0.6,98,97,100,-3,-10,97,3,98,9
O=C(c1ccco1)N1CCN(S(=O)(=O)c2ccc3[nH]c(=O)oc3c2)CC1,101,0.1,104,103,101,0,nt,97,4,104,21
COc1ccccc1-c1cc(C(=O)N2CCN(c3ccc(F)cc3)CC2)no1,96,-0.2,99,99,101,-1,-23,97,7,95,6

Next records:
canonical_smiles,Rac1 mut GTP,ABCB1 block,HRas wt GTP bind,Cdc42 wt,Rac1 wt GTP bind,ABCG2 block,Pf gametocyte,Rab7 wt GTP bind,Avidin bead fluor,Rab2 wt GTP,GSH fluor
Cc1ccc(CC(=O)NCCCn2ccnc2)cc1,94,-0.6,97,95,94,-1,nt,104,9,97,11
CCOC(=O)C(Cc1ccccc1)C(=O)Nc1cccc2ccccc12 (stereo not drawn),99,1.6,100,102,100,14,11,106,15,102,20
O=C1c2ccccc2S(=O)(=O)N1Cc1nc2ccccc2s1,99,0.2,99,98,100,0,nt,99,14,99,4
COc1ccc(CC(=O)OCC(=O)Nc2ncc(Cl)cc2Cl)cc1OC,103,0.0,105,106,104,0,nt,98,37,103,16
Cc1cc(C)c2nc(N3CCC(C(=O)N4CCN(C(=O)c5ccco5)CC4)CC3)sc2c1,98,0.5,99,102,99,1,nt,97,6,96,6
CCCC(=O)OCC(=O)Nc1cc([N+](=O)[O-])ccc1OC,97,0.9,95,93,98,12,-4,92,11,96,11
CCOC(=O)N1CCC(NC(=O)c2cc(S(=O)(=O)N3CCc4ccccc43)cn2C)CC1,101,nt,104,104,103,nt,-28,104,5,102,16

From PubChem BioAssay
